Source: PubChem
KAT2A inh: inhibitors of human GCN5L2 histone acetyltransferase; GCN5L2 HAT assay, ThioGlo1 CoA-SH fluorescence; Q92830; Potency, µM (titrated, usually from 58.9 µM), for inactives: at the top dose activity change, negative = inhibition, usual class: inhibitors; AID 504327; actives 0.21% (n = 390,000)
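GCN5L2 (20nM final) in 50mM HEPES, 0.1mM EDTA pH 7.5, 0.01% Tween-20 was preincubated 15 min at room temperature with compound, then given ThioGlo1 (50uM), H3(1-25) peptide (75uM) and acetyl-CoA (70uM); CoA-thiol fluorescence (Ex340/Em540) was read at 0 and 20 min.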
N370S GC: inhibits or activates N370S mutant glucocerebrosidase. AID 2101. actives 0.092% (n = 330,000). N370S GC spleen homogenate, 4MU-glucoside fluorescence. Potency, µM (titrated, usually from 59.4 µM), without a hit: at the highest dose activity change, negative = inhibition, hits mostly inhibitors. P04062;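 also: 0% = full enzyme activity and -100% = no enzyme basal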
FEN1 inh: inhibitors of human flap endonuclease 1 | AID 588795 | Recombinant FEN1 flap cleavage, fluorescence, 15 min | actives 0.35% (n = 390,000) | Potency, µM (doses to about 114 µM), for the others: top-dose activity change, negative = inhibition, actives largely listed as inhibitors; also: nearly all actives have a fitted effect of over 65% in size
Target sequence (P39748 whole entry, looked up): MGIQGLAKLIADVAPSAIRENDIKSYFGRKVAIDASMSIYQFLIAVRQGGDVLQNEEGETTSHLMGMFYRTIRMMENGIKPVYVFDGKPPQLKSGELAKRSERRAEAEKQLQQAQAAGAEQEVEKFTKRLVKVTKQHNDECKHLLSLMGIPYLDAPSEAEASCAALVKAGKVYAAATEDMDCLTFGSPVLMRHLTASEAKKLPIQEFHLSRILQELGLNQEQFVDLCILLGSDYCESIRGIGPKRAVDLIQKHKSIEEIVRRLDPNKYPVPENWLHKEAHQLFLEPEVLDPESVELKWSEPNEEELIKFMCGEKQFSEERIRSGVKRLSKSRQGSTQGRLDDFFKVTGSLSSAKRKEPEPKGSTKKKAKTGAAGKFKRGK
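With each library titrated from low to high concentration, compounds met 10 nM FEN1 for 15 min at room temperature before 50 nM substrate was added; readings at 0 and 15 min fed four-parameter Hill curve fits.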
Numbers without * were called inactive; & = joins results of further samples. Calls follow the shape of the dose curve; as a rule, active = well fitted curve in the direction sought with a large enough effect; inconclusive = small, poorly fitted or top-dose-only effect, or another doubt; inactive = no such curve, though single readings can be large; an effect the other way counts as inactive or inconclusive. Unless noted, % is scaled to controls: 0 for no effect and ±100 for the full control effect; potency is read from the fitted curve at half-maximal effect.

`N#Cc1ccc(Oc2ccc(-c3nc4ccccc4nc3-c3ccccc3)cc2)cc1C#N` gave KAT2A inh 0%, N370S GC 29% and FEN1 inh -1%.
`CSC(=NCCCN1CCOCC1)NS(=O)(=O)c1cccs1` gave KAT2A inh -1%, N370S GC 11% and FEN1 inh 14%&-2%.
For CN(Cc1ccco1)C(=O)Cn1ncc2c([nH]c3ccccc32)c1=O the results were KAT2A inh -1%, N370S GC -3% and FEN1 inh -5%.
`CC[C@H](C)[C@@H]1NC(=O)c2cc([N+](=O)[O-])cc(I)c2NCC[C@@H](C(N)=O)NC(=O)[C@H](CCCN=C(N)N)NC1=O` gave KAT2A inh -5%, N370S GC -10% and FEN1 inh -18%.
NC(=O)c1ccccc1NC(=O)Cc1cccs1 was read as KAT2A inh 2%, N370S GC -1% and FEN1 inh -7%.
Screening CN(Cc1c(O)ccc2c1oc(=O)c1ccccc12)C1CCCCC1 returned KAT2A inh 3%, N370S GC 1% and FEN1 inh -19%.
COc1cc2c(cc1OC)C(COc1cc(C)cc(C)c1)N(C(=O)c1ccc(S(=O)(=O)N3CCCC3)cc1)CC2 (stereo not drawn) was read as KAT2A inh -2% and FEN1 inh -15%.
Screening O=C(CSc1nc(O)cc(=O)n1-c1ccccc1)Nc1ccc2c3c(cccc13)CC2 returned KAT2A inh -23%, N370S GC -4% and FEN1 inh 2%.
Screening COc1cccc(N2C(=O)CC(N3CCN(CCN=CC4=C(O)CC(C)(C)CC4=O)CC3)C2=O)c1 (stereo not drawn) returned KAT2A inh 0%, N370S GC 2% and FEN1 inh 0%.
For Cc1cc(N/N=C/c2cccc(Cl)c2)nc(-n2nc(C)cc2C)n1 the results were KAT2A inh -7%, N370S GC -10% and FEN1 inh 4%.
For CN(C(=O)CSc1nnc(NC2CCCCC2)s1)C1CCS(=O)(=O)C1 (stereo not drawn) the results were KAT2A inh -1%, N370S GC -4% and FEN1 inh 4%.
Screening Cc1sc2ncnc(SCC(=O)N3CCOCC3)c2c1C returned KAT2A inh 0% and FEN1 inh 18%.
`COCC1CCN(C(=O)C2CCC(=O)N(C3CCCC3)C2)CC1` (stereo not drawn) gave KAT2A inh -4%, N370S GC 1% and FEN1 inh 1%.
CCCCC(=O)OC1=CN(Cc2ccccc2)S(=O)(=O)c2ccccc21 was read as KAT2A inh -13% and FEN1 inh 12%.
`Cc1ccc(C)c(CN2C(=O)c3ccccc3S(=O)c3ccc(C(=O)N4CCOCC4)cc32)c1` (stereo not drawn) gave KAT2A inh -2% and FEN1 inh 10%.
`CCOc1ccc(C(=O)N2CCN(C(=O)c3ccco3)CC2)cc1OCC` gave KAT2A inh -2%, N370S GC 7% and FEN1 inh 5%.
Screening COc1cccc(/C=N/NC(=O)CCCc2ccc(OC)c(C)c2)c1 returned KAT2A inh -12%, N370S GC 9% and FEN1 inh 0%.
Cc1cc(C)nc(NS(=O)(=O)c2ccc(N)cc2)n1 was read as KAT2A inh -11%, N370S GC 4% and FEN1 inh -2%.
For Cc1nc(NCc2ccccn2)c2c3c(sc2n1)CCCC3 the results were KAT2A inh -5%, N370S GC -8% and FEN1 inh -20%.
OC[C@@H]1O[C@@H](n2cnc3c(NC4CCCC4)ncnc32)[C@H](O)[C@H]1O was read as KAT2A inh -8% and N370S GC -15%.

Overlap with the part before: five entries, then new ones.
`CCOc1ccc(C(=O)N2CCN(C(=O)c3ccco3)CC2)cc1OCC` gave KAT2A inh -2%, N370S GC 7% and FEN1 inh 5%.
Screening COc1cccc(/C=N/NC(=O)CCCc2ccc(OC)c(C)c2)c1 returned KAT2A inh -12%, N370S GC 9% and FEN1 inh 0%.
Cc1cc(C)nc(NS(=O)(=O)c2ccc(N)cc2)n1 was read as KAT2A inh -11%, N370S GC 4% and FEN1 inh -2%.
For Cc1nc(NCc2ccccn2)c2c3c(sc2n1)CCCC3 the results were KAT2A inh -5%, N370S GC -8% and FEN1 inh -20%.
OC[C@@H]1O[C@@H](n2cnc3c(NC4CCCC4)ncnc32)[C@H](O)[C@H]1O was read as KAT2A inh -8% and N370S GC -15%.
Screening O=C(N1CCN(CCO)CC1)N1c2ccccc2C=Cc2ccccc21 returned KAT2A inh -2%, N370S GC -11% and FEN1 inh 7%.
Screening CC(=O)c1ccc(N2CCN(c3ncnc4onc(C)c34)CC2)cc1 returned KAT2A inh -6% and FEN1 inh 9%.
COc1cccc(C(=O)Nn2c(-c3cccs3)nc3ccccc3c2=O)c1OC was read as KAT2A inh 2%, N370S GC 9% and FEN1 inh 1%.
COC(=O)c1cccc(NC(=O)Nc2ccc(Cl)cc2)c1 was read as KAT2A inh -7%, N370S GC 2% and FEN1 inh 4%.
For O=C(C[n+]1ccccc1)N/N=C/c1cccs1 the results were KAT2A inh 13%, N370S GC 0% and FEN1 inh 21%.
For Cn1cnc([N+](=O)[O-])c1Oc1cccc(O)c1 the results were KAT2A inh 0%, N370S GC -3% and FEN1 inh 8%.
`CCOc1ccccc1NC(=O)Cn1c(=O)n(-c2ccc(Cl)cc2)c(=O)c2oc3ccccc3c21` gave KAT2A inh -5% and FEN1 inh -8%.
`COc1ccc(Nc2nc(Nc3ccc(OC)cc3OC)nc(N3CCN(C)CC3)n2)c(OC)c1` gave KAT2A inh -4%, N370S GC -4% and FEN1 inh -32%.
Cc1cc(C)nc(S/C=C/C(=O)c2ccccc2)n1 was read as KAT2A inh -9%, N370S GC 15% and FEN1 inh 1%.
`CC(C)(C)c1ccc(-c2csc(NNC3=NCCCCC3)n2)cc1` gave KAT2A inh -2%, N370S GC 12% and FEN1 inh -19%.
`COc1ccc2oc(/C=C/N(C)C)c(C(=O)c3ccc(Cl)cc3)c2c1` gave KAT2A inh -28%, N370S GC 4% and FEN1 inh -20%.
For O=C(Nc1nnc(C2CC2)s1)c1ccccn1 the results were KAT2A inh -3%, N370S GC -15% and FEN1 inh -13%.
`Cc1ccc(Cn2c3ccccc3c3cnn(CC(=O)N4CCCCCC4)c(=O)c32)cc1` gave KAT2A inh -6% and FEN1 inh -6%.
For CCOC(=O)N1CCN(Cc2c(O)ccc3ccccc23)CC1 the results were KAT2A inh -7%, N370S GC 7% and FEN1 inh -2%.
Screening COc1cccc(CNC(=O)C2CCCN(S(=O)(=O)c3cn(C)cn3)C2)c1 (stereo not drawn) returned KAT2A inh -1% and FEN1 inh -1%.
CCN(CC)C(=O)c1cccc(NC(=O)CCc2nc3sc4c(c3c(=O)[nH]2)CCCC4)c1 was read as KAT2A inh 2%, N370S GC -3% and FEN1 inh 4%.
Screening Cc1noc(C)c1CSc1nc2ccccc2[nH]1 returned KAT2A inh 1%, N370S GC 4% and FEN1 inh 0%.
Screening CN(CC(=O)NCc1ccccc1Cl)CC(=O)Nc1ccccc1Br returned KAT2A inh -2% and FEN1 inh -13%.
CC(C)Cc1nc2oc3c(=O)[nH]cnc3c2c2c1CCCC2 was read as KAT2A inh -2%, N370S GC 2% and FEN1 inh -7%.
Screening COP1(=O)CC(O)C(O)C(COCc2ccccc2)O1 (stereo not drawn) returned N370S GC 0% and FEN1 inh 16%.

The last 3 compounds of the part before are carried over, then new ones follow:
Screening CN(CC(=O)NCc1ccccc1Cl)CC(=O)Nc1ccccc1Br returned KAT2A inh -2% and FEN1 inh -13%.
CC(C)Cc1nc2oc3c(=O)[nH]cnc3c2c2c1CCCC2 was read as KAT2A inh -2%, N370S GC 2% and FEN1 inh -7%.
Screening COP1(=O)CC(O)C(O)C(COCc2ccccc2)O1 (stereo not drawn) returned N370S GC 0% and FEN1 inh 16%.
`CCCSc1nc2sc3c(c2c(=O)[nH]1)CC(C)(CC)OC3` (stereo not drawn) gave KAT2A inh 6%, N370S GC -3% and FEN1 inh 4%.
O=C1CCc2cc(S(=O)(=O)N3CCCC3C(=O)N3CCN(c4ccccc4F)CC3)ccc2N1 (stereo not drawn) was read as KAT2A inh -2%, N370S GC -1% and FEN1 inh 16%.
CCc1nnc(NC(=O)CCN2C(=O)/C(=C/c3cc(OC)c(OC)c(OC)c3)SC2=S)s1 was read as KAT2A inh 2%, N370S GC -4% and FEN1 inh 1%.
`O=C1CN(C(=O)COc2c(F)c(F)cc(F)c2F)c2ccccc2N1` gave KAT2A inh 2%, N370S GC -1% and FEN1 inh -4%.
Screening Cc1ccc(NC(=O)C2CC(=O)N(CCc3ccccc3)C2)cc1Cl (stereo not drawn) returned KAT2A inh -7% and FEN1 inh 11%.
For COc1ccc(C(=O)COC(=O)c2cncc(Br)c2)cc1 the results were KAT2A inh -9% and FEN1 inh 21%.
For COc1cc(CN(C2CCCCC2C)S(=O)(=O)c2ccc(S(=O)(=O)NC3CC3)cc2)cc(OC)c1OC (stereo not drawn) the results were KAT2A inh -10%, N370S GC -4% and FEN1 inh -15%.
`CC1CCC(NC(=O)C2CCN(S(=O)(=O)c3cccc4nonc34)CC2)CC1` (stereo not drawn) gave KAT2A inh -7%, N370S GC -6% and FEN1 inh 13%.
`COc1cc(C(CCN2CCN(c3ccccc3)CC2)c2c(OC)cc(OC)c3c(C)cc(=O)oc23)cc(OC)c1OC` (stereo not drawn) gave KAT2A inh -19%, N370S GC -10%&-3% and FEN1 inh inconclusive.
Screening NCCCC[C@@H](C(=O)N1CCNCC1)n1cc([C@@H](N)CO)nn1 returned KAT2A inh 3%, N370S GC 9% and FEN1 inh 0%.
For O=C(CNC(=O)C(c1ccccc1)c1ccccc1)N/N=C/c1ccc(O)cc1O the results were KAT2A inh -13%, N370S GC -25% and FEN1 inh -21%.
`Cc1cc(=O)[nH]c(SCC(=O)N2CCN(C(c3ccccc3)c3ccccc3)CC2)n1` gave KAT2A inh -13%, N370S GC -18% and FEN1 inh 6%.
`CN(CC(=O)NCc1ccncc1)S(=O)(=O)c1ccc(Br)cc1` gave KAT2A inh 0%, N370S GC -10% and FEN1 inh -1%.
For COc1ccc(S(=O)(=O)N2CCC(C(=O)Nc3nccs3)CC2)cc1 the results were KAT2A inh -2%, N370S GC -14% and FEN1 inh -5%.
For CC1CCN(C(=O)COC(=O)c2cccc(S(=O)(=O)N(C)c3ccccc3)c2)CC1 the results were KAT2A inh -6% and FEN1 inh -11%.
c1nnc2c3c4c(sc3ncn12)CCCC4 was read as KAT2A inh 1% and N370S GC 3%.
O=C(NCCC1=CCCCC1)C1CCCN(S(=O)(=O)c2cccnc2)C1 (stereo not drawn) was read as KAT2A inh -1%, N370S GC 21% and FEN1 inh -11%.
`COc1ccc(S(=O)(=O)N(CCc2ccccc2)CC(=O)N2CCOCC2)cc1` gave KAT2A inh -1%, N370S GC 2% and FEN1 inh -1%.
CCOC(=O)c1c(CN2CCN(CC#N)CC2)n(C)c2cc(Br)c(OC)cc12 was read as KAT2A inh 3%, N370S GC -13% and FEN1 inh -13%.
`O=C(Nc1cc(S(=O)(=O)N2CCCCC2)ccc1Cl)c1ccccc1NS(=O)(=O)c1ccc(F)cc1` gave KAT2A inh inconclusive, N370S GC 12% and FEN1 inh -17%.

Reprinted at random: two entries already listed.
For O=C(CNC(=O)C(c1ccccc1)c1ccccc1)N/N=C/c1ccc(O)cc1O the results were KAT2A inh -13%, N370S GC -25% and FEN1 inh -21%.
For COc1ccc(S(=O)(=O)N2CCC(C(=O)Nc3nccs3)CC2)cc1 the results were KAT2A inh -2%, N370S GC -14% and FEN1 inh -5%.

Later entries.
`CCCCNC(=O)c1cnc2c(-c3ccc(OCC)c(OCC)c3)c(C)nn2c1-c1ccccc1` gave KAT2A inh -5% and FEN1 inh 0%.
Screening Cc1cc(=O)[nH]c(SCC(=O)C23CC4CC(CC(C4)C2)C3)c1C#N returned KAT2A inh -17%, N370S GC 4% and FEN1 inh -11%.
`CCOc1cc(-n2nc(C)c(C#N)c2N)nc(SC)n1` gave KAT2A inh -1% and N370S GC 2%.
`CCCN(C(=O)c1cnccn1)c1c(N)n(Cc2ccccc2)c(=O)[nH]c1=O` gave KAT2A inh -5% and FEN1 inh 3%.
`Cc1ccc(Cn2c(SCC(=O)Nc3cc(C)on3)nc3ccccc3c2=O)cc1` gave KAT2A inh 0%, N370S GC 3% and FEN1 inh -14%.
Screening O=C(NCc1ccc2c(c1)OCO2)c1ccc(Br)cc1 returned KAT2A inh -10%, N370S GC -6% and FEN1 inh -20%.
COc1ccccc1NC(=O)c1c(NCc2ccc(OC)c(OC)c2OC)sc2c1CCCC2 was read as KAT2A inh -7% and FEN1 inh -7%.
COc1cccc(N2CC(C)Cn3c2nc2c3c(=O)n(CCN3CCOCC3)c(=O)n2C)c1 (stereo not drawn) was read as KAT2A inh -5%, N370S GC -2% and FEN1 inh 5%.
`O=C(NCCc1csc(-c2ccccc2)n1)c1c(F)cccc1Cl` gave KAT2A inh -5%, N370S GC -3% and FEN1 inh 2%.
For CC(C)(C)c1cc(CCC(=O)NNC(=S)NC(=O)c2ccccc2)cc(C(C)(C)C)c1O the results were KAT2A inh -3%, N370S GC 1% and FEN1 inh 1%.
Screening O=C(NCc1cccnc1)C(=O)NCC1OCCN1S(=O)(=O)c1ccc(F)cc1 (stereo not drawn) returned KAT2A inh 2%, N370S GC 14% and FEN1 inh 20%.
